Dicer processing = blocks human Dicer maturation of pre-miR-21. cat-ELCCA pre-miR-21 Dicer processing, chemiluminescence; hits give high values. hit rate 6% among 47,000. z-score at 25 µM. Q9UPY3; in the data active = z-score above about 3, passing the limit was not always enough;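 also: plate controls were vehicle for no effect and no enzyme for full effect; higher signal means more uncleaved substrate so more Dicer inhibition; strong numbers were not always called active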
Target sequence (Q9UPY3 whole entry, looked up): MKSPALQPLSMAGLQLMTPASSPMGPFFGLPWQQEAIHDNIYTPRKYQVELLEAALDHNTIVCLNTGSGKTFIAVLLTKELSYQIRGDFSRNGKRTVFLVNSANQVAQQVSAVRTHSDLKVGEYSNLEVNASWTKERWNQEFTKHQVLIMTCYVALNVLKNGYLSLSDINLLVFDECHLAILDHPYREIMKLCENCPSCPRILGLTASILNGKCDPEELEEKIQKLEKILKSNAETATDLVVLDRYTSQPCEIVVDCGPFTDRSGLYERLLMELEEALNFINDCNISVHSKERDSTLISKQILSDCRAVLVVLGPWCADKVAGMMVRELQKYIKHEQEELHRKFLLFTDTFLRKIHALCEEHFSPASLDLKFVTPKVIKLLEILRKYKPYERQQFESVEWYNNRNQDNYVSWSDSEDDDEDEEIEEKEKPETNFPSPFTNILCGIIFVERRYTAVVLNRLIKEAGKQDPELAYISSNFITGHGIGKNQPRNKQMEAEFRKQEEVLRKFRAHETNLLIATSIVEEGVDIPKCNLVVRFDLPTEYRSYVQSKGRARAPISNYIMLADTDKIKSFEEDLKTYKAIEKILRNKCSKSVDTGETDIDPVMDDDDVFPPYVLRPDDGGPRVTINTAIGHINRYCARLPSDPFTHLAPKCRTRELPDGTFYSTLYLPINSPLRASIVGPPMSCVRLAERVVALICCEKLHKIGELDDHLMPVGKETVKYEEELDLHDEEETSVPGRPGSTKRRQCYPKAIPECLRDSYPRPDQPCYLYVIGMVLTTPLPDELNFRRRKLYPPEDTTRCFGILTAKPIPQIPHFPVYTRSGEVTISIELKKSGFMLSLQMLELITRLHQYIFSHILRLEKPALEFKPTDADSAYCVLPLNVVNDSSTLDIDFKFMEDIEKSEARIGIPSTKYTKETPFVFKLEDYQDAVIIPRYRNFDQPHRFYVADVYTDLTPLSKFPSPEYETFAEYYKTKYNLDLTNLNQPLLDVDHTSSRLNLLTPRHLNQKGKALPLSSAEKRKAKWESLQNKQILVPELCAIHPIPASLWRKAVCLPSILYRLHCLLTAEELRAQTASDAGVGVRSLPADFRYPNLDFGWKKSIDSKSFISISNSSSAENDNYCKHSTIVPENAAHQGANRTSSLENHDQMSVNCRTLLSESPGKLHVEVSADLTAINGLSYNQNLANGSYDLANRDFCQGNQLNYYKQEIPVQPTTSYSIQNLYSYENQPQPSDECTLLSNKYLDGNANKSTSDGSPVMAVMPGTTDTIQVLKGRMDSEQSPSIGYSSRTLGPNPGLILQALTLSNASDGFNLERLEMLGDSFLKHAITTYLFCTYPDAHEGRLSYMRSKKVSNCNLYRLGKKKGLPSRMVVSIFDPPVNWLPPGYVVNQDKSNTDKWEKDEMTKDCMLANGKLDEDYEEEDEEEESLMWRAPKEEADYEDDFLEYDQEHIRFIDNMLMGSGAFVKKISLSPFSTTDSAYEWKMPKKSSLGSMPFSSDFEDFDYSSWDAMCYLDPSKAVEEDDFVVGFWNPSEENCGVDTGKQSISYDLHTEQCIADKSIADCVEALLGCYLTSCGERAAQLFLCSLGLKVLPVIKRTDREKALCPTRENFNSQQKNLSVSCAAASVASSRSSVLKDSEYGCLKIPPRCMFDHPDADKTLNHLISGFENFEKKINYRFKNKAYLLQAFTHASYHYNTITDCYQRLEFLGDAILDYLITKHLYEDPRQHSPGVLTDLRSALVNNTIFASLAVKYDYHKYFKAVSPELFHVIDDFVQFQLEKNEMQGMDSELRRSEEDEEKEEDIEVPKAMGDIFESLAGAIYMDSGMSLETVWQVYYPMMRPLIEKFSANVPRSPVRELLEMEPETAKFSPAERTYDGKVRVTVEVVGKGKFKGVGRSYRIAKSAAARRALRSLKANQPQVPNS
Starred values were filed as active, the others as inactive. The list is partial, so the mix of outcomes need not match the whole.

SMILES	Dicer processing
NC(=O)c1c(NC(=O)COc2ccc(Cl)cc2)sc2c1CCC2	0.08
NC(=O)Cn1c(CSc2nc3ccccc3n2Cc2ccccc2)nc2ccccc21	4.2*
COc1ccc2oc(-c3ccc(C)c(N)c3)nc2c1	2.1
O=C(O)CSCC(=O)NCc1csc2ccccc12	4.3*
Nc1nccc(/C=C/c2c(F)cccc2Cl)n1	-0.19
COc1ccc(C2c3ccsc3CCN2C(C)=O)cc1 (stereo not drawn)	-1.4
c1ccc(C2Nc3cccc4cccc(c34)N2)cc1	6.2*
Cc1ccc(Sc2ncccc2-n2c(C)ccc2C)cc1	-1.2
O=C(Nc1nc2ccccc2n1CCN1CCOCC1)c1cccc([N+](=O)[O-])c1	0.22
Cc1cc(-c2ccccc2)nc2oc(C(=O)c3ccc(Cl)cc3)c(N)c12	-0.1
CC(C)N(Cc1ccccc1)C(=O)c1ccccc1C(=O)O	-1.1
Cc1ccc(NC(=O)c2cc(-c3ccccc3)n(-c3ccccc3)c2C)cc1	0.45
COc1ccc(C2CC(=O)c3cnc(NC4OC(=O)c5ccccc54)nc3C2)cc1OC (stereo not drawn)	-1.3
CC(C)n1c(SCC(=O)c2ccccc2)nc2cc(Cl)ccc21	-3.8
CC1=C(C(=O)OCC2CCCO2)C(c2cccc(Br)c2)C2=C(CC(C)(C)CC2=O)N1 (stereo not drawn)	0.65
C=CCOC(=O)C1=C(C)NC2=C(C(=O)CC(C)(C)C2)C1c1ccc(CC)cc1 (stereo not drawn)	-0.41
CS/C(=C/C(=O)c1cccs1)Nc1ccccc1Cl	-1.3
Clc1cccc(Cl)c1CSc1ncc2ccccn12	1.2
Cc1cccc(NC(=O)Nc2cccs2)n1	1.6
NNC(=O)c1[nH]ncc1-c1ccc(Cl)cc1Cl	-1.4
Cn1cnc(S(=O)(=O)N(Cc2ccccc2)Cc2cccs2)c1	1.7
Cc1cccc(Cl)c1/C=N/NC(=O)Cc1csc(-c2ccccc2)n1	-0.38
CCCCn1c(C2CC(=O)N(c3ccccc3)C2)nc2ccccc21 (stereo not drawn)	-1.2
C=C(C)Cn1c(-c2ccco2)nc2ccccc21	-0.77
CC1(C)Cc2c(c(N3CCOCC3)nc3sc(C(N)=O)c(N)c23)CO1	-0.69
O=C(NCc1cccs1)C(=O)NCC1CCCO1 (stereo not drawn)	-1.1
Cc1ncc(C[n+]2csc(CCO)c2C)c(N)n1	0.61
COc1ccc(CN2CCN(Cc3ccc4c(c3)OCO4)CC2)cc1OCc1ccccc1	-0.02
Cc1ccc(N2CC(=O)N(/N=C/c3cn(-c4ccccc4)nc3-c3ccc(Cl)cc3)CC2=O)cc1	-0.93
CCCCn1c(CCCO)nc2ccccc21	-0.83
COc1ccccc1NC(=O)CSc1nnc2c(n1)[nH]c1ccccc12	0.38
CCOC(=O)C1=C(C)NC2=C(C(=O)c3ccccc32)C1c1ccc(OC)c(OC)c1 (stereo not drawn)	0.73
COC(=O)C1C(=O)CC(C)(O)C(C(=O)OC)C1c1ccc(O)c(OC)c1 (stereo not drawn)	-0.63
COc1cc2c(cc1OC)C(c1ccccc1)NCC2 (stereo not drawn)	0.04
Cc1onc(-c2ccccc2)c1C(=O)N1CCNCC1	0.56
COc1ccc(-n2c(-c3ccc(Cl)cc3)csc2=N)cc1OC	2.4
CCc1ccc(Oc2coc3cc(OC(=O)c4cccs4)ccc3c2=O)cc1	0.08
CCC(c1ccccc1)c1nnc(N)s1 (stereo not drawn)	4.2*
COc1cccc2c1c(NS(=O)(=O)c1cc(Cl)sc1Cl)nn2C	-2.9
O=C(c1ccco1)c1cn(CC(=O)N2CCc3ccccc3C2)c2ccccc12	-0.53
Cc1csc(NC(=O)CSc2nccn2C)n1	-0.27
O=S1(=O)/N=C(/O)c2ccccc2Sc2ccccc21	3.5*
O=C(NCc1ccncc1)c1cc2n(n1)C(C(F)(F)F)CC(c1ccco1)N2 (stereo not drawn)	0.35
COc1ccc(OC(=O)c2cc3ccccc3o2)cc1	4.7*
CCOC(=O)CC1=CSC2=NCCN12	-0.07
CCOC(=O)c1[nH]c(C)c(C(C)=O)c1C	-1
CC(=O)Oc1ccc2c(c1)C(=O)c1cc(OC(C)=O)ccc1-2	6.2*
Cc1ccc2nc(-c3ccc(N)cc3O)oc2c1	0.13
CC(=Nc1ccccc1C(F)(F)F)c1ccncc1	-1.4
CCCCSc1nnc2c(n1)OC(c1ccc([N+](=O)[O-])o1)Nc1ccccc1-2 (stereo not drawn)	0.93

Next part
SMILES	Dicer processing
COc1csc2nc(C)cc(C)c12	2.9
CC(C)(C)NC(=O)C1C2CC3(Oc4ccc5ccccc5c42)N1c1ccccc1C3(C)C (stereo not drawn)	-0.54
Cc1cc(C)c2c(=O)c(/C=C3/SC(=S)N(c4cccc(Cl)c4)C3=O)coc2c1	-1.8
CCN(CCS(=O)(=O)c1ccc(C)cc1)C(=O)Nc1ccc(Cl)cc1	0.97
Cc1cccc(NC(c2ccccc2C)c2ccc3ccc(C)nc3c2O)n1 (stereo not drawn)	5.3*
O=S1(=O)N=C(Nc2ccccc2)c2ccccc21	-0.74
CSc1cc(C(C)(C)C)nn1S(=O)(=O)c1ccc(F)cc1F	-1.2
Cc1ccc(-c2nnc(-c3ccccc3)o2)cc1	2
CN(C)CCNc1nc(-c2ccco2)c2c(c1C#N)CC(C)(C)OC2	-0.12
CNc1ncnc(Oc2ccc(Cl)cc2)c1[N+](=O)[O-]	-0.48
COc1ccccc1-c1ccnc2[nH]n(-c3ccccc3)c(=O)c12	-1.2
COc1ccc(C(=O)Cn2c(=O)oc3ccc(C)cc32)cc1	-2
Cc1nn(C(=O)c2c(-c3c(Cl)cccc3Cl)noc2C)c(C)c1Br	0.64
c1ccc2c(c1)nc(-c1cscn1)n2CCCCc1nn[nH]n1	-1.1
CC(C)(C)c1csc(-c2ccc(N3CCC(C(F)(F)F)CC3)nc2)n1	-1.4
CC(C)=NOC(=O)c1ccc(CSc2ccc(C(F)(F)F)cn2)o1	-1.5
Oc1ccc(Oc2ccc(C(F)(F)F)cn2)cc1	0.24
C#CCOC(=O)Nc1cnc(N2CCOCC2)c(C(F)(F)F)c1	2.1
CO[C@@]1(NC(=O)[C@H](C(=O)O)c2ccc(O)cc2)C(=O)N2C(C(=O)O)=C(CSc3nnnn3C)CO[C@@H]21	0.28
C=CCSc1n[nH]c(=O)n1-c1cccc(Cl)c1	-1.2
O=S(=O)(Nc1ccc(Cl)cc1)c1c(F)cccc1F	-0.41
CC1=C(O)C(=O)OC1c1c(F)cccc1Cl (stereo not drawn)	0.63
CC1=C(C(=O)Nc2cccc(C)n2)C(c2cccnc2)C2=C(CC(C)(C)CC2=O)N1 (stereo not drawn)	0.48
O=C(CSC1CS(=O)(=O)c2cc([N+](=O)[O-])ccc21)NNC(=O)c1ccccc1 (stereo not drawn)	-0.1
CCOC(=O)C1=C(c2ccccc2)N=C2SCC(=O)N2C1c1ccc(OCC)cc1 (stereo not drawn)	-1.6
Cc1ccc(C)n1-c1ccc(N)cc1	-4
CN(C)CCC(c1ccccc1)c1ccccn1 (stereo not drawn)	-0.19
O=C(O)c1cc(-c2ccccn2)n[nH]1	-1.1
C=CCSc1nnc2sc3ccccc3n12	0.61
Cc1nc(SCC(N)=O)c([N+](=O)[O-])[nH]1	-0.96
Cc1n[nH]c(C)c1-c1ncccc1[N+](=O)[O-]	0.09
CCN1CN=C(SCc2c(Cl)cccc2Cl)NC1	0.28
CCOC(=O)c1cc(/C(C)=N/OC(=O)c2ccc(Cl)cc2)on1	0.4
Cc1ccc(C2c3c(oc4cc(C)c(C)cc4c3=O)C(=O)N2CCCN2CCOCC2)cc1 (stereo not drawn)	0.09
O=C1/C(=C\c2cccs2)N=C(c2ccccc2)N1Cc1ccc(Cl)cc1	-0.52
O=C1N=C2SC=CN2C(=O)C1Cc1ccccc1 (stereo not drawn)	1.4
O=C1CC(c2ccsc2)c2c(-c3ccccc3)nn(-c3ccccc3)c2N1 (stereo not drawn)	1.2
O=C(c1ccc(F)cc1)c1cc2ccccc2o1	0.24
O=S(=O)(Oc1ccc(Cl)c(Cl)c1)c1c(Cl)sc(Cl)c1Br	1.4
CC1CCCCN1C(=O)CSc1nc(-c2ccco2)cc(C(F)(F)F)n1 (stereo not drawn)	-1
Cn1ncc2c(O/N=C(\N)c3ccc(C(C)(C)C)cc3)ncnc21	-0.4
CCOC(=O)c1c(CS(=O)c2ccc(Cl)cc2)oc2c(F)c(F)c(F)c(F)c12 (stereo not drawn)	-1.2
Nc1nc2ccc(C(=O)N3CCOCC3)cc2s1	-0.64
CC(C)NC(=O)NNc1c(Cl)cccc1Cl	-0.42
Cc1ccc(-c2cn3c4ccccc4nc3n2CCO)cc1	1.3
Nc1ccc(S(=O)(=O)Nc2ncccn2)cc1	0.68
CCCCCSc1nnc2c(n1)OC(C)=Nc1ccccc1-2	0.64
CS(=O)(=NC(=O)Nc1ccc(Cl)cc1)c1ccccc1 (stereo not drawn)	-1.3
C=C1SC(Nc2ccccc2OC)=NC12CCCCC2	-1.3
CC(C)COCC1CC2(CC(C)(c3csc(Nc4ccccc4)n3)OC2=O)C(=O)O1 (stereo not drawn)	1.3

Continued:
SMILES	Dicer processing
COc1ccc(NC(=O)c2nn(C)cc2[N+](=O)[O-])cc1	0.45
CC1=C(C(=O)OCCOc2ccccc2)C(c2ccccc2OC(C)C)C2=C(CC(C)(C)CC2=O)N1 (stereo not drawn)	0.31
CCCCn1c(=O)c2c(O)cc(=O)oc2c2ccccc21	-2
CCCCn1c(=O)c(-c2ccccc2)c(O)c2ccccc21	-0.11
COc1cc(C2c3c(oc4ccc(F)cc4c3=O)C(=O)N2c2nccs2)ccc1O (stereo not drawn)	0.97
COCCOc1ccc(N=Cc2ccccc2O)cc1C(=O)O	-0.4
COc1ccc2sc(C)[n+](CC(O)CS(=O)(=O)[O-])c2c1 (stereo not drawn)	-4.3
Cc1nc2ccccc2n1CCN1CCCCC1	-0.5
COc1cc(C2Nc3ccccc3NC3=C2C(=O)CC(c2ccccc2)C3)cc(Cl)c1O (stereo not drawn)	3.2*
COC(=O)c1ccc(C2c3c(oc4cc(C)c(C)cc4c3=O)C(=O)N2c2ccc(C)cn2)cc1 (stereo not drawn)	0.19

Entries listed so far with a thiophene ring, fused or not (14):
SMILES	Dicer processing
NC(=O)c1c(NC(=O)COc2ccc(Cl)cc2)sc2c1CCC2	0.08
O=C(O)CSCC(=O)NCc1csc2ccccc12	4.3*
COc1ccc(C2c3ccsc3CCN2C(C)=O)cc1 (stereo not drawn)	-1.4
CS/C(=C/C(=O)c1cccs1)Nc1ccccc1Cl	-1.3
Cc1cccc(NC(=O)Nc2cccs2)n1	1.6
Cn1cnc(S(=O)(=O)N(Cc2ccccc2)Cc2cccs2)c1	1.7
CC1(C)Cc2c(c(N3CCOCC3)nc3sc(C(N)=O)c(N)c23)CO1	-0.69
O=C(NCc1cccs1)C(=O)NCC1CCCO1 (stereo not drawn)	-1.1
CCc1ccc(Oc2coc3cc(OC(=O)c4cccs4)ccc3c2=O)cc1	0.08
COc1cccc2c1c(NS(=O)(=O)c1cc(Cl)sc1Cl)nn2C	-2.9
COc1csc2nc(C)cc(C)c12	2.9
O=C1/C(=C\c2cccs2)N=C(c2ccccc2)N1Cc1ccc(Cl)cc1	-0.52
O=C1CC(c2ccsc2)c2c(-c3ccccc3)nn(-c3ccccc3)c2N1 (stereo not drawn)	1.2
O=S(=O)(Oc1ccc(Cl)c(Cl)c1)c1c(Cl)sc(Cl)c1Br	1.4

Further entries:
SMILES	Dicer processing
COc1ccc2c(c1)sc(/C=C/c1ccc(O)cc1)[n+]2C	-1.2
O=C(Nc1cccc(C(F)(F)F)c1)/C(=C\c1cccs1)c1ccsc1	-0.51
CC1(C)C2CCC1(C)C(C#N)(Nc1ccccc1)C2 (stereo not drawn)	0.75
COc1ccc(S(=O)(=O)Nc2ncccc2C)c(C)c1C	0.47
ON(Cc1c(F)cccc1Cl)Cc1c(F)cccc1Cl	-0.1
Cc1nn(-c2ccccc2)nc1C(=O)Nc1nncs1	-8.2
Cc1cc2n(n1)C(c1ccsc1)Nc1ccccc1-2 (stereo not drawn)	0.04
COc1ccccc1C1CCN(c2ccc(/C=C/C(=O)Nc3ccccc3)cc2[N+](=O)[O-])CC1	0.86
Cc1cc(C)nc(NS(=O)(=O)c2ccc(NC(=O)Nc3c(-c4ccccc4)noc3C)cc2)n1	-1
CC(=O)Nc1ccc(C(C)(C)C)cc1Br	0.75
O=C1CC(c2ccccc2)Sc2nc3ccccc3n21 (stereo not drawn)	1
COC(=O)C1=C(C)NC(=O)CC1c1ccccc1C (stereo not drawn)	-0.9
COc1ccc(C2=CC(c3ccccc3Cl)n3nc(CCCO)nc3N2)cc1 (stereo not drawn)	2.3
CCCSc1sc(C(=O)OC)c(-c2cccs2)c1C#N	-0.67
Cc1ccc2ncnc(NC3CCCCC3)c2c1	4.7*
Cc1ccc(SCC(=O)Nc2nnc(SCC(=O)Nc3ccc(F)c(F)c3F)s2)cc1	-0.51
CCOc1ccc(C2CC(=O)C3=C(C2)NC(C)=C(C(=O)OC)C3c2cccs2)cc1OC (stereo not drawn)	-5.4
C#CCOC(=O)Nc1ccc(OC)nc1	0.87
O=c1c(-c2ccccc2)coc2c(CN3CCCCC3)c(O)ccc12	0.61
FC(F)(F)c1ccccc1NC(=S)NNc1ccccc1	0.14
COC(=O)c1cc(S(=O)(=O)N2CCSC2)oc1C	0.34
COc1ccc(Cl)cc1NC1OC(=O)c2ccccc21 (stereo not drawn)	2.8
CC1=NN(c2ccccc2)C(=O)/C1=C1/SC(C(=O)c2cccs2)=NN1c1ccccc1	1.9
COc1ccc(OCC(O)CNC(=O)Nc2ccccc2)cc1 (stereo not drawn)	-0.15
Cc1nn(CC(=O)NN)c(C)c1Br	-1.1
O=c1c(Sc2ccccc2)c(Sc2ccccc2)c1=O	-3.7
